Assay outcomes from PubChem BioAssay.
HCV core dimer: blocks dimerization of HCV core protein; actives 0.33% (n = 300,000); inhibition, % at 5 µM; TR-FRET GST/Flag-core106 dimerization, 1536-well; AID 1899;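 active = inhibition above the mean of all tested compounds plus 3 SD, set per screening campaign, cut at about 45% in these data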
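Assay system: GST-tagged and Flag-tagged HCV core protein residues 1-106 / Times: compound-protein-antibody incubation 4 h at 22.5 °C / Signal: time-resolved FRET, ex 340 nm, em 617 and 671 nm / Evaluation: % inhibition based on acceptor/donor emission ratio / Benchmarks: wells lacking GST-core106 and wells with excess unlabelled core106 / Repeats: singlicate, one well per compound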
procasp3 activ: activates human procaspase-3; P42574; recombinant procaspase-3 D3A, Ac-DEVD-pNA absorbance 405 nm; activation, % at 8.5 µM; actives 0.11% (n = 330,000);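 active = activation above the mean of all tested compounds plus 3 SD, cut at about 21% in these data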;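 note: 0% = DMSO alone and 100% = DMSO wells spiked with extra 5 µM PC-3 D3A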
Target sequence (P42574 whole entry D9A/D28A/D175A): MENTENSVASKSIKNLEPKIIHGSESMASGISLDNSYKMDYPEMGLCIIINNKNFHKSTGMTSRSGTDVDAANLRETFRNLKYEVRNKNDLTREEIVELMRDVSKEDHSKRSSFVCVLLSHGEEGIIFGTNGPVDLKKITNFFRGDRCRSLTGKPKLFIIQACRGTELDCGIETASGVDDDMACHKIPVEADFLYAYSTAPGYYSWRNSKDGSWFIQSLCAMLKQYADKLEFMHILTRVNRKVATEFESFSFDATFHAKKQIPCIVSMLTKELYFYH
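Test system: Procaspase-3 D3A mutant, all three cleavage aspartates alanine | Dosing: Single dose, 8.5 µM nominal compound, 0.8% DMSO | Schedule: 1 h preincubation, 2 h reaction | Technique: 405 nm absorbance of p-nitroaniline, reads at 0 and 120 min | Repeats: One well per compound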
TPT1 inh: blocks Candida albicans tRNA 2'-phosphotransferase; recombinant caTPT1, FP RNA substrate dephosphorylation; inhibition, % at 5 µM; actives 0.81% (n = 300,000); AID 1962;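 active = inhibition above the mean of all tested compounds plus 3 SD, set per screening campaign, cut at about 24% in these data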;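 note: plate controls were DMSO alone for no effect and ferristatin control at 100 nM for full effect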
CTSL1 counter: cathepsin L1 inhibition, PFM18AAP counter-screen | actives 0.49% (n = 300,000) | inhibition, % at 5.96 µM | recombinant F. hepatica cathepsin L1, Z-Leu-Arg-MCA fluorescence;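 active = inhibition above the mean of all tested compounds plus 3 SD, set per screening campaign, cut at about 17% in these data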;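 note: 0% = plate median of test compound wells and 100% = 1 µM Z-Phe-Ala-diazomethylketone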
Efflux pump inh: antifungal efflux pump inhibition, Nile Red retention | S. cerevisiae Candida pump triplex | inhibition, % at 10 µM | AID 485275 | actives 0.44% (n = 330,000);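 active = plate passing quality check with inhibition over a set limit, or well fluorescence over plate mean plus 4 SD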;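 note: Nile Red retained in pooled yeast measured as flow cytometry median fluorescence; 0% = buffer negative control and 100% = Enniatin B positive control; higher means more Nile Red kept so more efflux inhibition; some compounds called inactive have numbers as strong as hits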
PP5 inh: inhibitors of human protein phosphatase 5 (PP5) | P53041 | purified PP5c, OMFP substrate fluorescence | inhibition, % at 6.7 µM | actives 0.18% (n = 320,000);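 active = inhibition above the campaign's mean inhibition across all tested compounds plus 3 SD, cut at about 9.5% in these data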;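 note: 0% = DMSO only and 100% = 100 µM cantharidin control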
PP1 inh: blocks human PP1-alpha phosphatase, a PP5 counter-screen; P62136; purified PP1alpha, OMFP fluorescence; inhibition, % at 6.7 µM; actives 0.9% (n = 320,000); AID 2235;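 active = inhibition above the mean inhibition of all tested compounds plus 3 SD, computed separately for each screening campaign, cut at about 15% in these data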
Target sequence (P62136 whole entry, looked up): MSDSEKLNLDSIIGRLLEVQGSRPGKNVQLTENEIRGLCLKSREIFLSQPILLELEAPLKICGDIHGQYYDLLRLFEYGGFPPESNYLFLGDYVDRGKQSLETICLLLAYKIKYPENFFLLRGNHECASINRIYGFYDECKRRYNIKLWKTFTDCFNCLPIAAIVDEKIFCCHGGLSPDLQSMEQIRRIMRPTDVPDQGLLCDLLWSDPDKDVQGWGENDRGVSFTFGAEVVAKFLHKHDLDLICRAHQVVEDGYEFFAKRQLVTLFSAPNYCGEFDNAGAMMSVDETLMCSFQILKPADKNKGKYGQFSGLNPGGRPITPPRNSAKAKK
JMJD2C inh: blocks human GASC-1 demethylase activity. Q9H3R0. GST-JMJD2C(1-420) H3K9me3 demethylation, DELFIA europium. inhibition, % at 2.35 µM. actives 0.069% (n = 330,000);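 active = more than half of a compound's replicate wells show inhibition beyond 50%, single wells judged on their own value; inconclusive = some, but no more than half, of replicates pass 50% inhibition; inactive = no replicate passes 50% inhibition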;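 note: signal counts dimethyl H3K9 product captured on neutravidin plate; 0% = median of DMSO wells and 100% = 0.3 times that DMSO median; strong numbers were not always called active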
proCasp7 act: counter-screen for procaspase-3 activators: activators of human procaspase-7 | actives 0.093% (n = 330,000) | activation, % at 8.5 µM | recombinant procaspase-7, Ac-DEVD-pNA absorbance 405 nm; D23A/D198A/D206A triple mutant, cannot self-cleave; scale: DMSO 0, 5 µM enzyme 100 | AID 463210;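 active = percent activation above the screen-wide mean plus 3 SD, cut at about 25% in these data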
Target sequence (P55210 whole entry D23A/D198A/D206A): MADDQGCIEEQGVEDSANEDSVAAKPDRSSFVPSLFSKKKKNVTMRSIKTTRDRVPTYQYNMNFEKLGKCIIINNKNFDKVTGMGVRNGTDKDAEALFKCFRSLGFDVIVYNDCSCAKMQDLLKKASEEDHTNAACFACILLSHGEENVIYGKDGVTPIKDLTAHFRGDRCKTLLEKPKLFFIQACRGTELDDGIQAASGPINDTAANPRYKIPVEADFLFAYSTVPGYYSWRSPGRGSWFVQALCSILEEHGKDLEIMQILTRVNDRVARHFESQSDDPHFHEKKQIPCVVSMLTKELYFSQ
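signal = Epi-absorbance of released pNA at 405 nm, two timepoints | assay system = Uncleavable procaspase-7 mutant enzyme | reagent = Ac-DEVD-pNA substrate, 400 µM as added | times = 1 h enzyme–compound preincubation and 2 h substrate reaction, both 25 °C | benchmarks = low DMSO alone, high DMSO plus 5 µM PC-7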
Starred values were filed as active, the others as inactive; i = inactive; ? = inconclusive; nt = not tested or not shown; + = active, no number.

item	mol	HCV core dimer	procasp3 activ	TPT1 inh	CTSL1 counter	Efflux pump inh	PP5 inh	PP1 inh	JMJD2C inh	proCasp7 act
1	O=C(C1=C(O)C(=O)N(CCN2CCOCC2)C1c1ccc([N+](=O)[O-])cc1)c1cc2ccccc2o1 (stereo unspecified)	1	-17	0	2	-0.1	0.6	14	-6	-25
2	CCc1nc2sc3c(c2c(=O)o1)CCCC3	5	2	4	-6	0.3	0.4	1	5	6
3	CCOC(=O)N1CCC(N(CCN(C)C)C(=S)Nc2ccccc2C)CC1	-8	0	-4	-2	-0.1	-1.5	-1	1	4
4	COc1cccc(-c2ccc3nnc(SCC(=O)Nc4ccc(NC(C)=O)cc4)n3n2)c1	2	-6	0	7	-0.1	-2.0	4	-11	2
5	CC(=O)n1cc([C@H]2C=C(C(=O)N3CCN(Cc4ccccc4)CC3)O[C@@H](OCc3ccc(CO)cc3)C2)c2ccccc21	14	1	1	-2	0.2	2.7	-1	5	-10
6	COC(=O)c1ccc(C)c(NC(=O)CN(c2ccccc2)S(=O)(=O)N(C)C)c1	-3	-4	-5	-2	0.0	2.8	0	-8	7
7	O=C(COc1ccc([N+](=O)[O-])cc1)NN=C1CCCC1	-3	6	0	0	-0.2	-0.6	1	0	12
8	CCOc1cc(C=C(C(=O)OC)C(=O)OC)ccc1OCc1ccc([N+](=O)[O-])cc1	8	-8	2	2	0.1	3.2	3	-1	2
9	O=C(Cn1c(NCCO)nc2ccccc21)NCC(F)(F)F	2	0	1	-4	0.2	-1.5	-4	2	8
10	CN(c1cccc(NC(=O)CN(c2ccc(C34CC5CC(CC(C5)C3)C4)cc2)S(C)(=O)=O)c1)S(C)(=O)=O	16	-6	0	0	0.1	6.2	3	-2	-11
11	O=C(c1ccco1)N1CCN(S(=O)(=O)c2ccc(S(=O)(=O)NC3CCCC3)cc2)CC1	-9	7	-1	2	0.0	1.6	-1	95	7
12	CCN(CC)c1nc(=S)nc(NC(C)(C)C)[nH]1	6	-6	1	7	0.0	-0.4	-1	?	-13
13	O=C(CSc1cccc[n+]1[O-])Nc1ccc(C(F)(F)F)cc1[N+](=O)[O-]	-2	4	0	3	0.3	-1.8	-3	4	5
14	CCc1cc(C(=O)c2ccccc2OC)c(N)s1	-3	-13	1	5	0.1	3.1	-6	-21	-6
15	COC(=O)Cc1csc(NC(=O)c2ccc3ncsc3c2)n1	nt	-7	nt	nt	-0.2	0.6	-2	nt	-5
16	CCN(CC)c1ccc(NC(=O)c2ccc3c(c2)c(C)c(C)n3C)cc1	-6	0	11	0	0.0	3.4	17*	6	-31
17	CCOCCc1nnc(NC(=O)C(CC)c2ccccc2)s1 (stereo unspecified)	-1	6	3	9	-0.1	-3.6	0	-2	9
18	O=C(Nc1ccccc1-c1ccccc1)c1ccc(=O)[nH]n1	-5	6	-1	-2	0.1	2.9	1	-3	-3
19	O=S(=O)(Nc1nc2ccccc2nc1NCc1ccco1)c1ccccc1	3	-6	-1	2	-0.2	-1.7	-1	-5	-1
20	Cc1ccc(NC(=O)c2ccccc2OCc2ccc([N+](=O)[O-])cc2)nc1	8	5	0	6	0.2	-3.6	6	-8	3
21	CC(c1ccccc1)c1nnc(NC(=O)c2ccc3c(c2)OCO3)s1 (stereo unspecified)	-5	-9	-2	8	0.0	1.1	5	3	3
22	CCN(CC)c1ccc(C2C(C(=O)OCCOC)=C(C)NC3=C2C(=O)CCC3)cc1 (stereo unspecified)	1	-13	-1	4	-0.2	1.0	-1	6	1
23	COc1ccc(Cc2nc3ccc(C(=O)N4CCCCC4CCO)cc3o2)cc1 (stereo unspecified)	-6	1	-1	-4	0.1	1.9	-2	-4	-1
24	C/C(=N\NC(=O)Cc1cccn1C)c1cccs1	3	-2	1	0	-0.2	-0.3	3	-7	-11
25	CCCC(=O)Nc1cccc(-c2nc3ccccc3c(=O)o2)c1	10	8	-4	7	0.0	-0.3	-3	-3	2
26	O=C(Nc1nc(SCc2ccc(F)cc2)ns1)c1ccco1	3	5	2	0	0.0	0.3	-1	i	-7
27	CC(/C=C/c1ccccc1)=N/NC(=O)c1cccc(Br)c1	1	4	4	2	-0.1	4.9	0	6	-3
28	CCOc1ccc(OCC)c(S(=O)(=O)NCc2ccc3c(c2)OCO3)c1	2	9	3	-1	0.0	3.1	0	11	-6
29	O=C(NCC(c1cccs1)N1CCOCC1)c1cn(-c2ccccc2)nc1-c1ccc(F)cc1 (stereo unspecified)	2	5	2	4	0.1	2.2	-1	-3	8
30	NC(=O)c1ccccc1OCC(=O)N1CCC(Cc2ccccc2)CC1	nt	-6	nt	nt	0.0	0.3	-4	12	10

Single records, as listed above. Order of values: HCV core dimer	procasp3 activ	TPT1 inh	CTSL1 counter	Efflux pump inh	PP5 inh	PP1 inh	JMJD2C inh	proCasp7 act
O=C(Nc1ccccc1-c1ccccc1)c1ccc(=O)[nH]n1 in the list: -5	6	-1	-2	0.1	2.9	1	-3	-3
O=C(Nc1nc(SCc2ccc(F)cc2)ns1)c1ccco1 in the list: 3	5	2	0	0.0	0.3	-1	i	-7

(next part)
item	mol	HCV core dimer	procasp3 activ	TPT1 inh	CTSL1 counter	Efflux pump inh	PP5 inh	PP1 inh	JMJD2C inh	proCasp7 act
31	COc1cc(NC(=O)C2CCN(c3cnccn3)CC2)cc(OC)c1OC	-8	1	-2	5	0.5	-0.9	-2	-30	-3
32	CCCCNc1c(N2CCN(C(=O)OCC)CC2)c(=O)c1=O	1	2	-3	-3	0.0	-0.8	-2	-4	12
33	O=C(NC1CC2CCCC(C1)N2Cc1ccc(F)cc1)c1ccc(F)cc1 (stereo unspecified)	0	6	2	1	0.1	-1.5	1	-6	-1
34	S=C(Nc1ccccc1)N(Cc1ccccc1)Cc1ccncc1	-1	3	-1	2	-0.1	-0.1	-2	-8	10
35	CC(=O)Nc1c(C(=O)N2CCCCCC2)cnn1-c1ccccc1Cl	1	0	3	0	0.1	3.9	-8	12	7
36	CCOC(=O)C1=C(C)N=C2SC(C)C(=O)N2C1/C=C/c1ccccc1OC (stereo unspecified)	11	-2	-1	-12	0.0	-0.6	0	-21	12
37	CN(C)CCNC(=O)C(=O)Nc1cc2c3c(c1)CCN3C(=O)CC2	-2	-5	0	1	-0.2	0.3	-4	5	-2
38	COc1ccc(CCN(C)C2CCCN(C(=O)CCSC)C2)cc1OC (stereo unspecified)	2	-9	2	-2	0.1	3.3	0	4	2
39	CCOC(=O)N1CCN(C(=O)c2ccc3c(=O)n(-c4cc(OC)ccc4OC)c(=S)[nH]c3c2)CC1	0	-1	3	2	-0.1	-1.0	-1	-48	5
40	CCOC(=O)N1CCC(NC(=O)c2cc3c(=O)[nH]c4ccccc4c3n2C)CC1	-4	1	-4	0	-0.2	0.7	2	-14	7
41	CCC(C)c1ccc(OCC(=O)Nc2ccc3[nH]c(=O)[nH]c3c2)cc1 (stereo unspecified)	6	-1	-4	1	-10	1.9	6	-1	-4
42	Cc1cc(NC(=O)CSc2nccn2-c2cccc(Cl)c2)no1	2	2	-1	1	0.0	2.2	1	-3	10
43	CN(C(=S)NC(=O)c1ccccc1)C1CCCCC1	-6	-4	0	-3	2.2	-0.3	-8	-59	0
44	Cc1oc(-c2ccccc2Cl)nc1CSc1nc2c(c(=O)[nH]1)CCCC2	10	0	4	-1	-0.1	-4.6	3	4	5
45	O=C(Nc1ccc(OC(F)(F)F)cc1)Nc1cccc([N+](=O)[O-])c1	-13	-2	-4	0	-0.1	8.7	8	-3	7
46	O=C(c1ccccn1)N(Cc1cc2ccccc2[nH]c1=O)C1CCCCC1	-3	-1	0	-2	-0.2	0.0	0	-22	3
47	CCCCNC(=O)CSc1nnc(NC(C)=O)s1	-1	12	-5	0	-0.2	-1.1	-3	-4	0
48	O=C(C[C@@H]1C/C=C\C[C@H](NC(=O)OCC2c3ccccc3-c3ccccc32)C(=O)OC[C@@H]2CCCN2C1=O)NCCO	nt	6	nt	nt	-0.1	nt	nt	-5	3
49	CCOC(=O)N1CCN(Cc2cn[nH]c2-c2ccc(-c3ccccc3)cc2)CC1	-2	-3	0	3	0.2	4.8	1	4	15
50	Cc1ccnc(NC(=O)c2ccccc2NC(=O)c2ccc(Cl)cc2Cl)c1	4	9	5	4	0.2	1.7	1	-1	13
51	O=C1OC(Cc2ccncc2)C(O)=C1C1=NCCCN1 (stereo unspecified)	2	1	4	-2	4.2	0.9	-4	12	7
52	COc1cc(C2NC(=O)NC(c3ccccc3)=C2C(C)=O)cc([N+](=O)[O-])c1O (stereo unspecified)	-6	3	-1	4	0.0	-1.4	1	-6	-19
53	CCOc1ccc(/C=N/NC(=O)CN2CCCCCCC2)cc1	1	5	-2	-3	-0.1	1.0	-1	8	-5
54	CCOc1cc(/C=C(/C#N)C(=O)Nc2ccc(O)cc2)cc(Br)c1O	-12	-2	+	7	0.0	2.9	0	2	4
55	CC(C)(C)NC(=O)CN(C(=O)c1snc(C(=O)NC2CCCCC2)c1N)c1ccc(F)cc1	9	-2	0	1	0.2	-1.2	-1	8	1
56	Fc1ccc(CSc2nnc(Cc3sc(-c4ccccc4)nc3-c3ccccc3)o2)cc1	-1	4	0	0	0.1	0.6	-3	6	11
57	CCN(Cc1ccccc1)c1ccc(/C=N/NC(=S)NC(C)C)cc1	11	23*	2	5	-12	0.8	2	3	30*
58	CCOC(=O)c1c(N)nn(C(=O)c2ccccc2F)c1-c1ccc(OC)cc1	7	8	-2	0	-0.1	-0.3	-1	-5	-2
59	CC(C)C1Cc2c(sc3[nH]c(=S)n(Cc4ccccc4)c(=O)c23)CO1 (stereo unspecified)	14	4	-8	-2	-0.1	1.6	-4	7	-8
60	Cc1ccc(N2CC(=O)N(NC(=O)CN3CCN(c4ccccc4)CC3)CC2=O)cc1	-1	2	2	-1	0.1	-0.7	-5	-2	-5
61	Cc1ccc(S(=O)(=O)N2CCN(C(=O)CN3C(=O)NC4(CCCC4)C3=O)CC2)c(C)c1	3	-4	0	-1	-0.1	-1.0	0	3	7
62	CCOc1ccc(NC(=O)N2CCC(NC(=O)C(Cc3cccc(F)c3)NC(C)=O)CC2)cc1 (stereo unspecified)	3	-3	-4	-1	0.1	1.6	-2	2	-1
63	Cc1cc(C=O)c(C)n1-c1ccc(NC2CCCC2)c([N+](=O)[O-])c1	5	-3	-5	8	-0.1	0.1	4	9	3
64	COc1c2ccc(OCC/C(C)=C/C(=O)C=C(C)C)cc2nc2occc12	nt	6	nt	nt	-0.1	nt	nt	1	-6
65	O=C(NC1CCCC1)c1cccc(Cn2cc([N+](=O)[O-])cn2)c1	3	0	-2	-5	0.0	0.6	-5	4	-9
